From PubChem BioAssay
Dyrk1A ADPGlo: Dyrk1A (rat) kinase inhibition. Q63470. ADP-Glo luminescence, NFATc1 peptide. inhibition, % at 12.5 µM. actives 0.43% (n = 310,000); in the data active means inhibition above about 50%;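 further: plate controls were vehicle with enzyme for no effect and no enzyme for full effect; many of its hits are not listed in these tables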
KCNQ1 inh: blocks the human KCNQ1 potassium channel; P51787; CHO-K1 KCNQ1, FluxOR thallium flux fluorescence; hits give high values; B-score at 10 µM; actives 1.3% (n = 310,000); AID 2642;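 active means compounds whose thallium flux B-score, printed positive for inhibition, exceeds three library SD while starting fluorescence stays within three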;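 further: channel opened by potassium depolarization with thallium stimulus after 20 min compound exposure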
Target sequence (P51787 whole entry, looked up): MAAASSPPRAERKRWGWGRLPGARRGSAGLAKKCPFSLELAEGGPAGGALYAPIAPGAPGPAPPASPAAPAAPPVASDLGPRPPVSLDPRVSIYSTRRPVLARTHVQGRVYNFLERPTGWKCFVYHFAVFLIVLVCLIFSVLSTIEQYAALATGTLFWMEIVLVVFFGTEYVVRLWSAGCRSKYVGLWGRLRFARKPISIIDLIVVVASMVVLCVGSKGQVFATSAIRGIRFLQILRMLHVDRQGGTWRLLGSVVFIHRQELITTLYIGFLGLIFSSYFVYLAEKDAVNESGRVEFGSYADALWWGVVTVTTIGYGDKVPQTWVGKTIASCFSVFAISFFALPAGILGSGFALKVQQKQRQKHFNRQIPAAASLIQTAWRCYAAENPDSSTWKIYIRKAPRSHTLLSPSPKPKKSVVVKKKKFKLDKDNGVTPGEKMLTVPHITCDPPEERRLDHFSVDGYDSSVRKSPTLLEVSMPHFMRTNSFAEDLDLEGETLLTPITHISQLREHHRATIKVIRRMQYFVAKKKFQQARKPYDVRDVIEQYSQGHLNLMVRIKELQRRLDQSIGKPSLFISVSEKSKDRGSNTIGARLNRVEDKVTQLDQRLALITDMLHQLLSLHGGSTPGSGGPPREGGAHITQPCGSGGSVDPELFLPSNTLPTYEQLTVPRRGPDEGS
hERG rescue: shields human hERG channel from block by proarrhythmic agents; Q12809; CHO-hERG, FluxOR thallium flux, dofetilide IC70 present; activation (rescue from dofetilide block), less the hit threshold, % at 10 µM; actives 0.51% (n = 310,000); AID 1511;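 active means activation above the mean of controls blocked by dofetilide plus 5 SD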;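 further: thallium influx through hERG after potassium depolarization seen as dye fluorescence rise; in these data hits start at about 4.7%; inactives centre near -7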
GSK3 alpha inh: inhibitors of human GSK-3 alpha kinase | P49840 | ADP-Glo luminescence, 60 min | inhibition, % at 10 µM | actives 0.1% (n = 320,000) | AID 2650;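 in the data active means inhibition above about 50%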;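 further: GST-tagged GSK-3 alpha with peptide substrate and 25 µM ATP; 0% = DMSO neutral wells and 100% = GW8510 positive control wells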
GSK3B inh: blocks human GSK3beta kinase activity; P49841; GST-GSK3beta kinase, ADP-Glo luminescence, 60 min; hits give low values; activity score (negative = inhibition), % at 10 µM; actives 0.038% (n = 300,000); AID 2097;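 active means more than half of replicate wells score below -50%, meaning over 50% inhibition versus plate controls; inconclusive means some replicates but at most half score below -50%; inactive means no replicate scores below -50%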;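 further: 0% = median DMSO wells and -100% = median GW8510 positive control wells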
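Test system: GST-fused GSK3beta enzyme, cell-free | Quantity: 1.6 ng GST-GSK3beta enzyme per well | Reagent: 25 µM ATP with peptide substrate | Schedule: 60 min enzyme reaction, room temperature | Signal: Luminescent ADP-Glo measurement of ADP formed | Read-out basis: Score relative to plate controls | Control set: DMSO and 20 µM GW8510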
KCNK9 block: blocks the human KCNK9 two-pore domain potassium channel; Q9NPC2; HEK293 KCNK9, FluxOR thallium flux fluorescence; hits give low values; actives 1.2% (n = 310,000); AID 488922; B-score at 10 µM;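 active means ratio B-score over 3 SD below the library mean, with starting fluorescence within 5 SD of its mean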;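 further: negative B-score means less thallium flux so channel inhibition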
Target sequence (Q9NPC2 whole entry, looked up, the tested form may be a part): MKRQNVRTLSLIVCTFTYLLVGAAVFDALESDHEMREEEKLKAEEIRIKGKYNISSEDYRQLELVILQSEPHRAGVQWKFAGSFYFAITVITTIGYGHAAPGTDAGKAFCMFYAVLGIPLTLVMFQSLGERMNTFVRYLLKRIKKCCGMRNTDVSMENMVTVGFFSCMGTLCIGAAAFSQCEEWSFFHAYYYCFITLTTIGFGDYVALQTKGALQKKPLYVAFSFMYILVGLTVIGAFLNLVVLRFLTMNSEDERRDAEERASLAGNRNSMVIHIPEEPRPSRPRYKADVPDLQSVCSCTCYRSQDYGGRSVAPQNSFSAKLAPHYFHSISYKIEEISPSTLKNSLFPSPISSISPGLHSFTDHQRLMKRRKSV
HDAC3 inh: blocks human histone deacetylase 3; inhibition, % at 8.3 µM; recombinant HDAC3, fluorogenic peptide/trypsin coupled, fluorescence; O15379; actives 0.15% (n = 320,000); in the data active means inhibition above about 26%, passing the limit was not always enough; inconclusive means no clear call, values can overlap the other calls
PolyA inhibitor: blocks polyadenylation in yeast reporter cells. S. cerevisiae SKY197-pL101 polyadenylation reporter, beta-gal luminescence; efflux-impaired pdr1/pdr3 knockout yeast; score 100 = 6 SD above DMSO. calls only at 12 µM. actives 0.02% (n = 300,000). AID 1875;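 active means lowest replicate activity score at least 50, where 100 means six control SD above control mean; inconclusive means lowest score under 50 but half or more replicates reach 50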;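 further: yeast exposed to compound for 9 h at 30 °C; higher score means more reporter readthrough which indicates perturbed polyadenylation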
RGS4 pot: potentiators or activators of RGS4 | actives 0.92% (n = 310,000) | B-score at 10 µM | HEK293 M3R/inducible RGS4, carbachol calcium flux Fluo4; hits give low values;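 active means B-score of the integrated calcium signal more than 4 SD below the library mean, with starting fluorescence not abnormally high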;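 further: negative B-score means reduced calcium response which marks RGS4 activation or potentiation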
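Test system: HEK293 cells with stable M3R and inducible RGS4; also added: carbachol at ECmax as muscarinic agonist stimulus; schedule: dye loading 30 min 37 °C, buffer rest 30 min RT; technique: kinetic calcium fluorescence imaging with Fluo4-AM dye, 2 µM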
KCNK3 block: human KCNK3 channel inhibition, primary screen; O14649; CHO-KCNK3 thallium flux, FluxOR fluorescence; hits give low values; B-score at 10 µM; actives 0.84% (n = 340,000); AID 602410;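 active means B-score under library mean minus 4 SD, starting fluorescence ratio at most library mean plus 5 SD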;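 further: more negative B-score means stronger inhibition of thallium flux through KCNK3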
KCNQ1 pot: potentiates or activates the human KCNQ1 potassium channel; P51787; CHO-K1 KCNQ1, thallium flux FluxOR fluorescence; hits give high values; B-score at 10 µM; actives 0.35% (n = 310,000);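 active means fluorescence ratio B-score, a plate-corrected score, at least three library SD, with initial intensity B-score within 5 SD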
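Medium – assay buffer, equal DMSO in all wells · Material – CHO-K1 cell line with stable KCNQ1 potassium channel expression · Signal – kinetic FluxOR thallium fluorescence, 10-s 1-Hz baseline, 110-s post-stimulus read · Compound – single concentration per compound, DMSO matched to controls · Schedule – 37 °C overnight plating, 90-min dark dye load, 20-min compound pretreatment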
Starred values were filed as active, the others as inactive; i = inactive; u = inconclusive; x = not tested or not shown; & = joins results of further samples. A portion of the library, so the mix of outcomes need not match the whole.

SMILES	Dyrk1A ADPGlo	KCNQ1 inh	hERG rescue	GSK3 alpha inh	GSK3B inh	KCNK9 block	HDAC3 inh	PolyA inhibitor	RGS4 pot	KCNK3 block	KCNQ1 pot
COc1ccc(CCN(C)Cc2ccc(F)cc2F)cc1OC	2	i	-15	-3	-2	i	-3	i	i	i	i
CC(C)(C)NCC(O)c1cc(Cl)c(N)c(Cl)c1 (centres undefined)	-7	i	-6	-1	1	i	-3	i	i	i	i
CN1CC(C#N)C2(O)c3ccccc3CCC2C1 (centres undefined)	14	i	-4	-3	-1	i	-2	i	i	i	i
CCCCc1nc(N2CCNCC2)c(C#N)c2c1CSC(C)(C)C2	-1	i	-16	-2	-1	i	-7	i	i	i	i
CSc1ncc(/C=C2/C(=O)NC(=O)N(c3ccc(C)cc3)C2=O)cn1	-4	i	-7	0	2	i	-11	i	i	i	i
CCN(CC)c1nc2c(C)cccn2c(=O)c1C=C1C(=O)NC(=O)NC1=O	3	i	-5	17	0	i	17	i	i	i	i
CCCCn1c(O)c(C(C)=Nc2ccc(C(=O)O)cc2)c(=O)[nH]c1=O	1	i	-5	1	1	i	13	i	i	i	i
CC(=O)c1ccc(OC(C)C)c(Cc2c(O)[nH]c(=S)[nH]c2=O)c1	-4	i	-15	0	1	i	3	i	i	i	i
CN(C)c1ccc([P+](=O)c2ccc(N(C)C)cc2)cc1	-3	i	-14	-1	2	i	6	i	i	i	i
O=C(Cc1ccccc1)Oc1ccc(N2C(=O)CCC2=O)cc1	-2	i	-5	0	0	i	1	i	i	i	i
Cc1cc(N2C(=O)C3CCCN3C2c2cccc(Cl)c2)no1 (centres undefined)	-2	i	-12	-1	3	i	1	i	i	i	i
O=P(Nc1c(Cl)cccc1Cl)(c1ccccc1)c1nc2c(s1)CCCC2 (centres undefined)	3	i	-9	1	1	i	-4	i	i	i	i
CP(=O)(O)CCCN	-8	i	-2	-2	0	i	-11	i	i	i	i
CN(C)CCN=Cc1c(O)n(-c2cccc(C(F)(F)F)c2)c(=O)[nH]c1=O	-5	i	-4	2	3	i	-2	i	i	i	i
O=C(c1ccc(Cl)cc1)C1CCCN(C2CCSCC2)C1 (centres undefined)	2	i	-7	1	0	i	-1	i	-7.9*	i	i
CN(C)c1cccc2c(C#N)ccc(N(C)C)c12	44	i	-14	-1	1	i	-1	x	i	i	i
CCC(C)NC(=O)c1c(N)n(CCCOC)c2nc3ccccc3nc12 (centres undefined)	9	i	-29	6	2	i	-34	i	i	i	i
COc1ccc(C(=O)c2nc3ccccc3n2C(C)C)cc1OC	7	i	-1	-2	-3	i	5	i	i	i	i
Cc1ccc2[nH]c(C)c(CCNCc3ccco3)c2c1	2	i	-3	2	1	i	4	i	i	i	i
CCC(=NCc1ccc2c(c1)OCO2)c1c(O)n(C2CCCCC2)c(=O)[nH]c1=O	5	i	-24	-3	-1	i	-3	i	i	i	i

Next part; it opens with the 6 that closed the last part.
SMILES	Dyrk1A ADPGlo	KCNQ1 inh	hERG rescue	GSK3 alpha inh	GSK3B inh	KCNK9 block	HDAC3 inh	PolyA inhibitor	RGS4 pot	KCNK3 block	KCNQ1 pot
O=C(c1ccc(Cl)cc1)C1CCCN(C2CCSCC2)C1 (centres undefined)	2	i	-7	1	0	i	-1	i	-7.9*	i	i
CN(C)c1cccc2c(C#N)ccc(N(C)C)c12	44	i	-14	-1	1	i	-1	x	i	i	i
CCC(C)NC(=O)c1c(N)n(CCCOC)c2nc3ccccc3nc12 (centres undefined)	9	i	-29	6	2	i	-34	i	i	i	i
COc1ccc(C(=O)c2nc3ccccc3n2C(C)C)cc1OC	7	i	-1	-2	-3	i	5	i	i	i	i
Cc1ccc2[nH]c(C)c(CCNCc3ccco3)c2c1	2	i	-3	2	1	i	4	i	i	i	i
CCC(=NCc1ccc2c(c1)OCO2)c1c(O)n(C2CCCCC2)c(=O)[nH]c1=O	5	i	-24	-3	-1	i	-3	i	i	i	i
COc1ccccc1OCC#CCN1CCCC(C)C1 (centres undefined)	-2	i	-13	-3	-1	i	3	i	i	i	i
O=C(NC(c1ccc(Cl)cc1)P(=O)(Oc1ccccc1)Oc1ccccc1)OCc1ccccc1 (centres undefined)	2	i	-5	1	2	i	-6	i	i	i	i
COc1ccccc1C1CC2CCC(C1OC(C)=O)N2Cc1ccccc1 (centres undefined)	5	i	-5	3	0	i	-2	i	i	i	i
O=Cc1cn(CCCOc2ccccc2)c2ccccc12	18	i	-8	0	-2	i	2	i	i	i	i
COc1cccc([C@@]2(O)CCCC[C@@H]2CN(C)C)c1	0	i	-8&-8	0&-3	3&0	i	-7&-6	i	i	i	i
CC12CCC3C(CC=C4CC(O)CCC43C)C1C/C(=C\c1ccccc1F)C2=O (centres undefined)	-5	i	-10	-2	1	i	3	i	i	i	i
O=c1[nH]c(=S)n(-c2ccccc2F)c(O)c1C=NCCN1CCNCC1	0	i	-10	22	0	i	-1	i	i	i	i
CN1CCN(c2ccc(S(C)(=O)=O)cc2[N+](=O)[O-])CC1	-1	i	-3	-2	-2	i	-3	i	i	i	i
O=c1cccc2n1CC1CC2CN(Cc2cccc(Cl)c2Cl)C1 (centres undefined)	-1	i	-11	0	-2	i	1	i	i	i	i
O=C(c1ccccc1F)N1C[C@H]2C[C@@H](C1)c1cccc(=O)n1C2	1	i	-4	0	1	i	1	i	i	i	i
O=c1c2ccccc2[nH]c(=S)n1-c1ccc2c(c1)OCO2	-2	i	-19	-3	2	i	-8	i	i	i	i
Cc1c(/C=N/O)c2ccccc2n1C	21	i	-12	1	2	i	u	i	i	i	i
CN1CCN(C(=O)COc2ccc(C(C)(C)C)cc2Br)CC1	-4	i	-5	0	1	i	-3	i	i	i	i
O=C(C1CCC(=O)N1Cc1ccccc1Cl)N1CCC2(CC1)OCCO2 (centres undefined)	1	i	-12	-2	-2	i	-2	i	i	i	i
Cc1c2ccncc2c(C)c2c1[nH]c1ccccc12	87*	i	-36	2	0	i	2	i	i	i	i
CCCN(CC#CCO)CCC	x	i	-2	-1	1	i	-4	i	i	i	i
CCOc1ccc(N=Cc2c(O)n(C(C)(C)C)c(=O)[nH]c2=O)cc1	3	i	-16	-2	-2	i	1	i	i	i	i
NCCc1nc2ccccc2s1	x	i	-6	-1	-3	i	-4	i	i	i	i
C[N+]12CCC(CC1)C(C(O)(c1cccc(Cl)c1)c1cccc(Cl)c1)C2 (centres undefined)	1	i	-11	8	-1	i	6	i	-9.2*	i	i
Nc1ccccc1C(=O)OC1CSC1	1	i	2	0	-2	i	-8	i	i	i	i

Two consecutive records from above, for reference:
SMILES	Dyrk1A ADPGlo	KCNQ1 inh	hERG rescue	GSK3 alpha inh	GSK3B inh	KCNK9 block	HDAC3 inh	PolyA inhibitor	RGS4 pot	KCNK3 block	KCNQ1 pot
C[N+]12CCC(CC1)C(C(O)(c1cccc(Cl)c1)c1cccc(Cl)c1)C2 (centres undefined)	1	i	-11	8	-1	i	6	i	-9.2*	i	i
Nc1ccccc1C(=O)OC1CSC1	1	i	2	0	-2	i	-8	i	i	i	i

Remaining list, next part
SMILES	Dyrk1A ADPGlo	KCNQ1 inh	hERG rescue	GSK3 alpha inh	GSK3B inh	KCNK9 block	HDAC3 inh	PolyA inhibitor	RGS4 pot	KCNK3 block	KCNQ1 pot
CNC(=S)N(C)CCc1cc2c(c(OC)c1C=C1C(=O)NC(=O)NC1=O)OCO2	x	i	-8	2	-4	i	-15	i	i	i	i
Cc1sc2c(c1C)C(c1ccc(C(C)(C)C)cc1)=NCC(=O)N2CC(=O)Nc1nccs1	x	6*	-17	5	3	i	13	i	i	i	i
CCC(C(=O)N1CCC2(CC1)OCCO2)c1ccccc1 (centres undefined)	-1	i	-7	-1	1	i	-4	i	i	i	i
COc1cccc(CNCCc2c[nH]c3ccccc23)c1OC	x	i	-2	3	-3	i	-2	i	i	i	i
CCC(C)C(=O)N[C@@H](c1ccccc1)[C@@H](O)C(=O)O[C@H]1C[C@@]2(O)[C@@H](OC(=O)c3ccccc3)C3[C@](C)(C(=O)[C@H](OC(C)=O)C(=C1C)C2(C)C)[C@@H](O)C[C@H]1OC[C@@]31OC(C)=O (some centres undefined)	-4	i	-11	-2	-1	i	4	i	i	i	i
COC(=O)OCC12CCC(O1)C1(C)C(=O)OCC21 (centres undefined)	-8	i	-1	-1	0	i	-3	i	i	i	i
CC(C(=O)c1c[nH]c2ccccc12)N1CCSCC1 (centres undefined)	1	i	-5	1	-2	i	-5	i	i	i	i
CCC(=O)N1N=C2C3CCN(CC3)C2C1c1ccc(C)cc1 (centres undefined)	2	i	-6	-1	-7	i	8	i	i	i	i
O=C(CSC1c2ccccc2-c2ccccc21)N/N=C/c1ccccc1	-12	i	-10	2	-1	i	1	i	i	i	i
COc1cccc(N2C(=O)NC(=O)/C(=C\c3cn(C)c4ccccc34)C2=O)c1	7	i	-12	4	-21	i	0	i	i	i	i
C=CCn1c(C)c(C=C2C(=O)NC(=O)NC2=O)c2ccccc21	16	i	-4	1	-1	i	11	i	i	i	i
[N-]=[N+]=CC(=O)OC[C@H](N)C(=O)O	5	i	-4	0	5	i	4	i	i	i	i
CC[C@H]1CC2CN3CCc4c([nH]c5cc(OC)ccc45)[C@](C(=O)OC)(C2)[C@H]13	x	i	-6	1	1	i	3	i	i	x	i
CC(=O)C1=C(C)OC(N)=C(C(=O)OC(C)C)C12C(=O)Nc1ccccc12 (centres undefined)	0	i	-9	x	0	i	x	i	i	i	i
Cn1nc(-c2ccc(OCC(=O)N3CCN(Cc4ccccc4)CC3)cc2)c2ccccc2c1=O	10	i	-27&-20	0&1	3&2	i	2&-3	i	i	i	i
CCOP(=O)(Cc1cc(C(C)=O)c(C)o1)OCC	x	i	-9	-1	-4	i	2	i	i	i	i
O=C(c1n[nH]c(=O)c2ccccc12)N1CCC2(CC1)OCCO2	4	i	-2	-3	-1	i	4	i	i	i	i
CCN1CCN(c2ccc([N+](=O)[O-])cc2C=C2C(=O)NC(=O)NC2=O)CC1	-4	i	-3	0	3	i	11	i	i	i	i
